High-throughput results from PubChem BioAssay.
aDG glyco act: activators of alpha-DG glycosylation, primary screen, uHTS, Pro5-aDG cells, AlphaScreen | alpha-DG glycosylation AlphaScreen (IIH6); 0% Pro5, 100% B10-LARGE cell signal | activation, % at 10 µM | actives 0.22% (n = 360,000) | AID 624168, 2012;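 active = activation of at least 8% versus controls, or a plate z-score of at least 8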;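 note: Pro5 are CHO cells carrying HIG-tagged alpha-DG that lacks glycosylation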
ABHD5-PLIN5 inh: ABHD5-PLIN5 interaction inhibitors, primary screen, cell lysate, split luciferase complementation, luminescence. Perilipin-5 (Homo sapiens) + 1-acylglycerol-3-phosphate O-acyltransferase ABHD5 (Homo …. Split G. princeps luciferase complementation, 4 h. inhibition, % at 4 µM. actives 0.78% (n = 360,000). AID 602281, 2012;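 active = inhibition above the mean inhibition across every tested compound plus 3 SD, cut at about 22% in these data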;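 note: 0% = DMSO only wells and the 100% control is not disclosed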
Granule exo inh: LAMP-1 surface exposure blockers, TALL-104 cells – cell-based, flow cytometry, MLPCN library, primary screen | actives 0.66% (n = 360,000) | inhibition, % at 10 µM | TALL-104 LAMP-1 surface exposure; cells stimulated with thapsigargin and PMA;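 active = inhibition above about 55%, limit read from the data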
NOD2-RIPK2 inh: NOD2-RIPK2 binding disruptors in cells, primary screen, fluorescence, CHO cells, BLA complementation | Receptor-interacting serine/threonine-protein kinase 2 (Homo sapiens), O43353 | CCF4 ratio | inhibition, % at 4.98 µM | actives 0.38% (n = 360,000); in the data active = inhibition above about 21%;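 note: 0% = vehicle only and 100% = reference blocker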
Target sequence (O43353 whole entry, looked up): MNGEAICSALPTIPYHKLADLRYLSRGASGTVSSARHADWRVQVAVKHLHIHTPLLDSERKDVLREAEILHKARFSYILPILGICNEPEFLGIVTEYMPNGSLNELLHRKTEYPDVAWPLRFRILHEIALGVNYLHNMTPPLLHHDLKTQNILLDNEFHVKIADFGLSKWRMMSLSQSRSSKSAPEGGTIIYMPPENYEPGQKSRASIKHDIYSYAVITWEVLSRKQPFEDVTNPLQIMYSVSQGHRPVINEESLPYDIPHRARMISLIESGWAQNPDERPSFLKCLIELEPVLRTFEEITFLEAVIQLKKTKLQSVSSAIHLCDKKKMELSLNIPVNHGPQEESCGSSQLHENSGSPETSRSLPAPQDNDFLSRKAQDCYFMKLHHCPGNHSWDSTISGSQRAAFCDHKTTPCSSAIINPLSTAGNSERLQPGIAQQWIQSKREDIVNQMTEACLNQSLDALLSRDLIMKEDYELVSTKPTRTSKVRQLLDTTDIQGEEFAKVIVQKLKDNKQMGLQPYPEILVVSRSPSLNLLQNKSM
ABCB6 inh 2: ABCB6 transporter inhibitors, primary screen, K562-ABCB6 cells, flow cytometry, MLPCN library | ATP-binding cassette sub-family B member 6 (Homo sapiens), Q9NP58 | K562-ABCB6 porphyrin accumulation, 1 h; hits give low values | fluorescence ratio to DMSO, % at 10 µM | actives 0.19% (n = 360,000) | AID 602162, 2011;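 active = fluorescence ratio to DMSO below 75%, the collection mean minus 3 SD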;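 note: signal is porphyrin accumulated inside mitochondria; 100% equals median channel fluorescence of DMSO control wells; lower ratio means ABCB6 inhibition with less porphyrin fluorescence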
TLR9-MyD88 block: inhibitors of TLR9-MyD88 association in cells, primary screen, cell-based, CHO, BLA complementation, fluorescence; AID 504734, 2011; actives 0.21% (n = 340,000); inhibition, % at 4.98 µM; CCF4 FRET ratio; Toll-like receptor 9 (Homo sapiens) + Myeloid differentiation primary response protein …;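 active = inhibition above the mean over all tested compounds plus 3 SD, cut at about 21% in these data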;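 note: 0% = DMSO only wells and 100% = clavulanate BLA inhibitor control wells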
MC4R antag cAMP: MC4R antagonists of cAMP signaling, primary screen, cell-based, TR-FRET, antagonist arm of biased-ligand search. actives 0.48% (n = 360,000). AID 540295, 2011. inhibition, % at 6.5 µM. Melanocortin receptor 4 (Homo sapiens), P32245. MC4R-expressing cells, MTII-stimulated cAMP, LANCE TR-FRET;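 active = inhibition above its plate's cutoff, the mean of tested wells on that plate plus 3 SD, cut at about 29% in these data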;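 note: 0% = Melanotan II alone and 100% = Melanotan II plus saturating MCL0020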
Target sequence (P32245 whole entry, looked up): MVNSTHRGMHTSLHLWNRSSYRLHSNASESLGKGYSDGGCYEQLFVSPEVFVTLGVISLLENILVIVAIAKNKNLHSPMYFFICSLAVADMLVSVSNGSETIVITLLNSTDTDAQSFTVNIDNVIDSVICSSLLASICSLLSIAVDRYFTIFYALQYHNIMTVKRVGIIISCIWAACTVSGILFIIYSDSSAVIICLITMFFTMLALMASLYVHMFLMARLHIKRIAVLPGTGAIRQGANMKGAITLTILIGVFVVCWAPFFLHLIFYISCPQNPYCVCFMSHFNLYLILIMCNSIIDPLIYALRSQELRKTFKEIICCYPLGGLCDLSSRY
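material = U2OS cells stably expressing human melanocortin 4 receptor (MC4R) | also added = Melanotan II challenge | dosing = single nominal compound dose of 6.5 µM | detection = TR-FRET with Eu-cAMP and labeled anti-cAMP, 671 nm | replication = singlicate | timing = compound 30 min, challenge 1 h, detection 1 h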
Vif imaging: HIV Vif self-association inhibitors, primary screen, imaging, HEK293T, single point; HEK293T cells, Vif self-association by quenched fluorescence, 24 h; inhibition, % at 7.49 µM; actives 0.35% (n = 340,000); AID 602346, 2012; in the data active = inhibition above about 50%, passing the limit was not always enough; note: some results filed as inactive read as strong as hits
MC4R ag barr: MC4R agonists recruiting beta-arrestin, primary screen, cell-based, luminescence, agonist arm of biased-ligand search. Melanocortin receptor 4 (Homo sapiens), P32245. U2OS MC4R beta-arrestin complementation; percent of melanotan II response, DMSO zero. activation, % at 8.9 µM. actives 0.98% (n = 360,000);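 active = activation above a per-plate cutoff, the mean activation of sample wells on that plate plus 3 SD, cut at about 8% in these data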
Glyco luc inh: increase of ERlucT glycosylation luciferase signal, primary screen, N-linked glycosylation inhibitor project, D54 ERlucT cells, luminescence, set 2. AID 588692, 2011. D54 ERlucT glycosylation luciferase reporter, 24 h; percent of 100 nM tunicamycin response. actives 0.23% (n = 360,000). reporter increase, % at 12.5 µM;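 active = mean luciferase reporter signal, scaled so untreated is 0 and the glycosylation-blocking control 100, at or above a set limit in every replicate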;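 note: luciferase carries N-glycosylation sites so blocking glycosylation raises the light; 0% = median of neutral control wells and 100% = median of 100 nM tunicamycin wells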
Numbers without * were called inactive; · = not tested or not shown. An excerpt (hit frequency here may not be typical).

SMILES	aDG glyco act	ABHD5-PLIN5 inh	Granule exo inh	NOD2-RIPK2 inh	ABCB6 inh 2	TLR9-MyD88 block	MC4R antag cAMP	Vif imaging	MC4R ag barr	Glyco luc inh
Cc1ccc(C(C)C)c(OCc2ccc(C(=O)N/N=C/c3ccc(O)cc3O)cc2)c1	1.1	-4	-4	4	98	4	5	11	1.5	-9
CCn1c(SCC(=O)N2CCOCC2)nc2c(c1=O)SC(C)C2 (stereo unspecified)	-0.3	0	-2	-15	90	-12	-3	-7	-0.8	2
CCOc1cc2c3c(c1)C(C)=CC(C)(C)N3C(=O)C2=O	-0.4	10	40	11	106	-11	-27	1	-3.5	15
Cn1[nH]c(C(F)(F)F)c(C=Nc2ccc(Cl)cc2)c1=O	-0.5	-2	24	-6	152	-2	-2	-16	-1.6	3
Cc1ccc(Oc2nnc(-c3ccccc3)cc2C#N)cc1	-0.2	-1	1	0	102	18	6	-14	27*	0
CC(C)C(NC(=O)OCc1ccccc1)C(=O)NCC(=O)OC(C)(C)C (stereo unspecified)	-0.3	4	-1	-5	103	-6	1	6	-0.9	1
Cc1ccc(C(=O)Cn2nnc3ccccc32)cc1	-0.2	-1	-8	2	104	-7	6	-25	-1.3	-5
CCOC(=O)C(C(=O)OCC)C1OC(=O)c2cc3c(cc21)C(=O)OC3C(C(=O)OCC)C(=O)OCC (stereo unspecified)	-0.4	32*	0	-4	104	8	5	14	-0.7	-1
CCOc1ccc(-c2noc(CCC(=O)NCC3CCCO3)n2)cc1OC (stereo unspecified)	0.0	-3	-1	-8	99	-8	0	-10	-0.7	0
O=C(Nn1c(-c2ccc(Br)cc2)nc2ccccc2c1=O)c1ccc([N+](=O)[O-])cc1	0.3	4	-2	-7	96	5	-4	-3	-0.2	-1
CCN(C(=O)CSc1nnc(Nc2ccccc2)s1)C1CCS(=O)(=O)C1 (stereo unspecified)	0.1	-2	3	-9	101	-4	-1	-9	-1.4	1
CCNC(=O)CN(c1ccc(Br)c(C)c1)S(C)(=O)=O	-0.1	-1	16	11	102	2	19	2	-0.6	-1
[O-][N+](=Cc1c(Cl)cccc1Cl)CC1(O)CCCCC1	0.0	2	2	9	101	6	-5	-2	-0.9	0
c1ccc(SC23CCCCN(CCC2)[C@]32CO2)cc1 (stereo partly specified)	0.1	-3	-1	0	101	·	·	·	·	·
Cn1cc(C(=O)NC2C3CC4CC(C3)CC2C4)cn1 (stereo unspecified)	-0.2	1	-3	2	102	-1	3	2	0.8	2
C=CCNC(=O)c1ccccc1NC(=O)C1CCN(S(=O)(=O)c2ccc(SC)cc2)CC1	-0.1	-3	13	-11	103	5	13	-7	0.3	-1
CCN(CC)CCn1c2c(c(SCC(=O)Nc3cccc4ccccc34)nc1=O)CCCC2	0.0	10	3	-7	104	5	3	-5	-4.5	-7
COc1cc(/C=N\Nc2nc3ccccc3[nH]2)cc(OC)c1OC	0.8	1	2	-8	92	-4	2	-1	0.1	-3
COCCCNC(=O)CCc1nc(-c2ccccc2Cl)no1	0.1	-1	0	-8	100	6	2	7	-1.3	0
CC(=O)Oc1ccc(C2C3=C(CC(C)(C)CC3=O)Nc3cc4c(cc32)OCCO4)cc1 (stereo unspecified)	0.0	6	7	-3	102	3	3	18	2.2	0
CCOC(=O)c1c(C)oc2cc(Sc3ccccc3)c(O)c(O)c12	0.0	-15	0	-18	91	·	6	3	3.0	-3
COc1ccc2c(c1)C1NC(=S)NC(C)(O2)C1C(=O)Nc1ccc(C)cc1C (stereo unspecified)	0.1	8	-4	4	98	10	7	-33	2.4	-1
Nc1nc(-c2nonc2N)no1	-0.5	5	4	-1	102	-4	1	-16	-3.2	1
COC(=O)c1ccccc1S(=O)(=O)NNC(=O)c1nn(C)c(=O)c2ccccc12	-0.2	1	0	1	94	1	4	0	-2.4	4
O=[N+]([O-])c1ccc(N/N=C2/CCCCC2c2ccccn2)c([N+](=O)[O-])c1 (stereo unspecified)	-0.5	-2	0	-9	98	-2	12	0	-0.3	6

As a short view, 9 of the compounds above:
SMILES	aDG glyco act	ABHD5-PLIN5 inh	Granule exo inh	NOD2-RIPK2 inh	ABCB6 inh 2	TLR9-MyD88 block	MC4R antag cAMP	Vif imaging	MC4R ag barr	Glyco luc inh
CCN(CC)CCn1c2c(c(SCC(=O)Nc3cccc4ccccc34)nc1=O)CCCC2	0.0	10	3	-7	104	5	3	-5	-4.5	-7
COc1cc(/C=N\Nc2nc3ccccc3[nH]2)cc(OC)c1OC	0.8	1	2	-8	92	-4	2	-1	0.1	-3
COCCCNC(=O)CCc1nc(-c2ccccc2Cl)no1	0.1	-1	0	-8	100	6	2	7	-1.3	0
CC(=O)Oc1ccc(C2C3=C(CC(C)(C)CC3=O)Nc3cc4c(cc32)OCCO4)cc1 (stereo unspecified)	0.0	6	7	-3	102	3	3	18	2.2	0
CCOC(=O)c1c(C)oc2cc(Sc3ccccc3)c(O)c(O)c12	0.0	-15	0	-18	91	·	6	3	3.0	-3
COc1ccc2c(c1)C1NC(=S)NC(C)(O2)C1C(=O)Nc1ccc(C)cc1C (stereo unspecified)	0.1	8	-4	4	98	10	7	-33	2.4	-1
Nc1nc(-c2nonc2N)no1	-0.5	5	4	-1	102	-4	1	-16	-3.2	1
COC(=O)c1ccccc1S(=O)(=O)NNC(=O)c1nn(C)c(=O)c2ccccc12	-0.2	1	0	1	94	1	4	0	-2.4	4
O=[N+]([O-])c1ccc(N/N=C2/CCCCC2c2ccccn2)c([N+](=O)[O-])c1 (stereo unspecified)	-0.5	-2	0	-9	98	-2	12	0	-0.3	6

Next part
SMILES	aDG glyco act	ABHD5-PLIN5 inh	Granule exo inh	NOD2-RIPK2 inh	ABCB6 inh 2	TLR9-MyD88 block	MC4R antag cAMP	Vif imaging	MC4R ag barr	Glyco luc inh
CC(NC(=O)C1C2C=CC(C2)C1C(=O)O)c1ccccc1 (stereo unspecified)	-0.3	9	3	2	92	-9	12	4	0.3	0
CN1/C(=C/C(=O)C2CC2)C(C)(C)c2ccccc21	0.1	7	-3	-7	187	0	14	5	1.1	1
Nc1nnc(SCC(=O)Nc2ccccc2N2CCOCC2)s1	0.0	5	1	-1	92	-2	8	-5	-0.6	-2
Fc1ccc(CNc2nc(-c3ccccc3)nc3ccccc23)cc1	-0.2	1	4	-6	101	-5	21	-6	3.3	-1
CC(C)[C@H](NC(=O)C1CCN(S(=O)(=O)c2ccccc2)CC1)C(=O)NCc1ccco1	0.0	-1	-2	0	99	-3	-1	-6	-1.8	1
CC12CN(C(=S)Nc3ccccc3)CC(C)(CN(C(=S)Nc3ccccc3)C1)C2=O	0.0	1	4	-9	95	-1	-3	·	-1.1	5
CCN(CC)CCN1C(=O)c2oc3ccccc3c(=O)c2C1c1ccc(F)cc1 (stereo unspecified)	0.0	-4	6	-2	92	5	0	-14	-1.9	3
Cc1cc2occ(CC(=O)N(C)CC(=O)Nc3ccccc3Br)c2cc1C	0.0	-4	0	-6	91	-10	6	-4	-1.7	0
Cc1ccc(CC2SC(=Nc3ccccc3)N(c3ccccc3)C2=O)cc1 (stereo unspecified)	-0.1	-2	5	-5	96	-7	14	-5	0.9	-3
COCCOC(=O)C1=C(C)NC2=C(C(=O)CC(c3cccs3)C2)C1c1ccsc1 (stereo unspecified)	0.0	1	1	-11	87	5	1	-5	-1.3	-2
CC(=O)c1c(C)[nH]c(C(=O)COc2ccc3ccc(=O)oc3c2)c1C	-0.3	9	-4	-14	88	6	6	·	2.2	0
O=c1[nH]c2cc3c(cc2cc1CN(Cc1ccco1)C(=S)NCC1CCCO1)OCCO3 (stereo unspecified)	-0.3	1	-3	-4	96	-1	2	-4	-1.6	17
CCOC(=O)[C@H]1[C@H]2COc3ccc(OC)cc3[C@@H]2N2C(=O)CN(CCc3c[nH]c4ccccc34)C(=O)[C@@]12C	-0.3	11	0	-2	99	-6	7	-2	0.1	-1
CCCC(C)c1nnc(NC(=O)C2CC(=O)N(c3ccc(OCC)cc3)C2)s1 (stereo unspecified)	0.1	-3	-7	-11	95	1	1	-10	-1.5	-1
COc1ccc(S(=O)(=O)N2CCOCC2)cc1NC(=O)C1CC(=O)N(c2ccc3c(c2)OCCO3)C1 (stereo unspecified)	-0.1	-4	-8	4	94	-5	-3	-7	-0.6	0
COC(=O)Cn1c(=NC(=O)CN2C(=O)CCC2=O)sc2cc(S(N)(=O)=O)ccc21	0.0	-5	9	-2	102	-6	15	10	2.0	2
CC(C)c1ccc(S(=O)(=O)c2nnn3c2nc(N2CCCCC2)c2ccccc23)cc1	0.1	-1	5	3	79	-10	11	5	-1.4	-6
CCOc1ccc(NC(=O)CN(C)CC(=O)Nc2ccccc2SC)cc1OCC	0.4	-6	-10	-14	99	-23	-2	1	0.8	2
CCC1(c2ccccc2)C(=O)N(C(=O)OC(C)(C)C)N1C(=O)OC(C)(C)C (stereo unspecified)	0.1	0	-1	-7	104	-5	17	-2	-0.9	0
CCOc1ccccc1-n1nnnc1SCC(=O)NC(=O)NCc1ccco1	0.2	3	0	-9	96	2	7	8	-0.8	0
CCN1CCN(CCCNC(=O)CS(=O)(=O)Cc2nc(-c3ccccc3C)oc2C)CC1	0.5	1	-3	8	101	2	7	-4	0.1	2
CCOc1ccc(S(=O)(=O)Oc2ccc3ccccc3c2)cc1	0.0	-1	-7	-5	88	0	10	-3	-1.7	1
Cc1cc[n+](CCC(=O)O)c2ccccc12	-0.3	-5	-1	-2	103	8	-2	14	-1.2	3
O=C(COC(=O)c1c(F)cccc1F)NCc1cccs1	0.0	7	-1	-19	98	3	-3	-10	-0.9	1
CC(C)OC(=O)NCCOC(=O)Nc1ccc(Cl)c(Cl)c1	0.5	2	0	-12	91	-9	10	-5	0.3	0
C(=N/Nc1nccs1)/c1cccnc1	-0.3	2	-1	0	97	-6	1	0	0.3	-3
